# EBI2 antag = EBI2 (human) antagonism; P32249; EBI2 beta-arrestin recruitment, luminescence, 7a,25-OHC stimulated; inhibition, % at 5 µM; 360,000 tested, 0.81% active; in the data active = inhibition above about 38%;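 note: enzyme fragment complementation signal reports receptor beta-arrestin coupling in cells; 0% = agonist plus DMSO wells and 100% = wells without agonist; some results beyond the cut were filed as inactive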
# UBC13 inh = inhibitors of human UBC13 polyubiquitin chain formation; P61088; TR-FRET; inhibition, % at 20 µM; 330,000 tested, 0.47% active; in the data active = inhibition above about 45%, passing the limit was not always enough
# Target sequence (P61088 whole entry, looked up): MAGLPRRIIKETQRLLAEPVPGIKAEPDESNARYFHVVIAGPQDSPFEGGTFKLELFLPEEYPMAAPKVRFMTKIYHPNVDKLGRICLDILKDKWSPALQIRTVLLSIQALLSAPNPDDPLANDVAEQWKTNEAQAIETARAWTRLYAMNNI
# SENP8 block = SENP8 protease inhibition. Q96LD8. purified SENP8, Z-RLRGG-aminoluciferin cleavage, luminescence. inhibition, % at 10 µM. 330,000 tested, 1.2% active
# Target sequence (Q96LD8 whole entry, looked up): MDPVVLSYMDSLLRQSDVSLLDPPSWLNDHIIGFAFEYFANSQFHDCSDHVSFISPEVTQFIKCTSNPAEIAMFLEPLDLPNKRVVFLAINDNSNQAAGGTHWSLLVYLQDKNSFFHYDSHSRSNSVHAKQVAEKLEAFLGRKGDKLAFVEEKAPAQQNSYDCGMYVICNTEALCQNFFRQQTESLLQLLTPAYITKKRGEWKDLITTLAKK
# Gli-Sufu antag = antagonists of Gli-Sufu signaling; AID 588413; inhibition, % at 5 µM; Sufu-KO-LIGHT fibroblasts, Gli luciferase reporter luminescence; 340,000 tested, 0.74% active;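 active = inhibition above about 55%, limit read from the data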;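 note: 0% = DMSO-treated cells and 100% = wells with medium but no cells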
# CCR6 antag = CCR6 (human) receptor antagonism. P51684. CHO-K1 CCR6 PathHunter beta-arrestin, luminescence, CCL20-stimulated. inhibition, % at 20 µM. 340,000 tested, 0.49% active. AID 493098;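 active = compounds whose inhibition of the agonist-driven luminescence signal at 20 µM reaches about 50%, limit read from the data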;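 note: cells stimulated with CCL20 at 14 nM final; plate controls were DMSO with CCL20 for no effect and DMSO without agonist for full effect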
# Target sequence (P51684 whole entry, looked up): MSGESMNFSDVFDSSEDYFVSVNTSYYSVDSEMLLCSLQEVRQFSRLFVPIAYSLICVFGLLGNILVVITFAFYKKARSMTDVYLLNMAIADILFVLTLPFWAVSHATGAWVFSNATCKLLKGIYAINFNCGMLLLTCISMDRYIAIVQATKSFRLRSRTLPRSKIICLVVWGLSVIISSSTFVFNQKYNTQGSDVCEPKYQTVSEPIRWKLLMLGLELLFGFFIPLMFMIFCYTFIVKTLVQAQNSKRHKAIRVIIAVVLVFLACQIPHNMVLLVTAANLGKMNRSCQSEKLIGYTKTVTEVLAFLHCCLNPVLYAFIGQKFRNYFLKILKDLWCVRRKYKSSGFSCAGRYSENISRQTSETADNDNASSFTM
# Apaf-1 inh = blocks human Apaf-1 apoptosome activity. reconstituted apoptosome caspase-3 activity, DEVD-Rh110 fluorescence. inhibition, % at 20 µM. 330,000 tested, 0.71% active; active = inhibition of at least 40% at 20 µM;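 note: plate controls were DMSO wells for no effect and DEVD-CHO caspase inhibitor wells for full effect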
#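 Material: reconstituted apoptosome with Apaf-1, cytochrome c, caspase-9, procaspase-3, dATP / Buffer or medium: pH 7.5 Hepes buffer with CHAPS, BSA, DTT / Also added: cytochrome c with DEVD-Rh110 / Schedule: compound with Apaf-1, dATP, procaspase-3 30 min, then 50 min reaction, room temperature / Technique: rhodamine 110 fluorescence at Ex 480/Em 540 nm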
# Jurkat NFkB inh = inhibitors of the PMA/ionomycin-induced NF-kB reporter in Jurkat cells; PMA/ionomycin-induced NF-kB luciferase reporter, luminescence; 330,000 tested, 0.53% active; inhibition, % at 4 µM
# 697 NFkB inh = lowers PMA/ionomycin-induced NF-kB signal in 697 B cells; 697 B-cell NF-kB luciferase reporter, 16 h; AID 435022; inhibition, % at 4 µM; 330,000 tested, 0.33% active; in the data active = inhibition above about 35%
# * hit, by the source's call; x = no result given. Cut-off read from the data, not from the text of the source, unless noted: active = inhibition above about 50%; inactive = the rest. Only part of the results is shown; rates above refer to the full screens.
structure | EBI2 antag | UBC13 inh | SENP8 block | Gli-Sufu antag | CCR6 antag | Apaf-1 inh | Jurkat NFkB inh | 697 NFkB inh
Cc1ccc(CNC(=O)C2(S(=O)(=O)c3ccc(C)cc3)CC2)cc1 | 4 | -2 | 8 | -4 | 10 | -4 | 9 | 19
c1ccc(-n2cnc3cc(NCc4cccs4)ccc32)cc1 | -11 | -3 | -13 | 6 | 17 | 12 | -76 | -245
Nc1ccc(-c2nc3ncccc3o2)c(O)c1 | -3 | 2 | -5 | -35 | 7 | -2 | -42 | -61
O=C(Cc1ccccc1)N1CCC(C(=O)N2CCN(c3ccc(F)cc3)CC2)CC1 | 4 | 6 | 3 | 19 | 15 | 6 | -2 | 17
Cc1noc(C)c1CSc1nc2ccccc2c(=O)n1-c1ccc(F)cc1F | 15 | 11 | 9 | 10 | 20 | 11 | 49 | -8
COc1ccc(-c2nc(NC(=O)Cn3c(=O)oc4ccccc43)sc2C)cc1 | 8 | -8 | -9 | 3 | 4 | 39 | -14 | -24
CC1CN(C(=O)CNC(=O)COc2ccccc2)CC(C)O1 (stereo not drawn) | -5 | -13 | -7 | 1 | 2 | 7 | -2 | -6
C/C(N)=C(/C#N)C(=O)CSc1nnc(NC(C)C)s1 | 4 | 11 | 6 | x | 8 | -13 | -21 | -30
CC(C)Cn1c(S(=O)(=O)O)nc2ccccc21 | -7 | -7 | -2 | -34 | -11 | -10 | -3 | 35*
Cc1ccc(S(=O)(=O)n2nccc2-c2c(-c3ccc(Cl)cc3)noc2C)cc1 | 15 | 1 | -6 | 19 | 18 | 15 | 9 | -14
O=C(NCC(=O)N1CCOCC1)c1ccc(Br)cc1 | 0 | -1 | 2 | 0 | 8 | 0 | 3 | -6
Cc1cccc(C(C)C)c1NC(=O)c1ccc(CN(c2ccccc2)S(=O)(=O)c2ccccc2)cc1 | 2 | 3 | -5 | 4 | 16 | 19 | 8 | -4
Cc1cc2c(cc(C(=O)OC(C(=O)NCc3ccco3)C(C)C)n2C)o1 (stereo not drawn) | -12 | -9 | -6 | -7 | 6 | 1 | -7 | -32
Cc1ccc2onc(CC(=O)O)c2c1 | -16 | 10 | -3 | 4 | -10 | -1 | 6 | 8
Cc1nc2ccccc2c(=O)n1NC(=O)c1ccc(F)cc1Cl | -10 | 1 | -14 | -1 | -4 | -4 | 4 | 7
CCOC(=O)C1CCCN(C(=O)c2ccc3ncsc3c2)C1 (stereo not drawn) | 4 | 4 | -3 | 10 | 0 | -4 | 7 | 9
O=C(NNC(=O)c1cccs1)c1ccc([N+](=O)[O-])cc1 | x | -1 | -2 | -12 | 14 | -4 | 6 | 9
O=C(NC1CCCCC1)C(c1ccco1)N(C(=O)c1csnn1)C1CCCC1 (stereo not drawn) | 1 | 10 | -2 | -22 | 8 | 6 | 12 | 17
Nc1ccc2c(c1)N1CCN=C1S2 | -1 | -11 | -2 | 9 | 1 | 13 | -7 | -4
N#C/C(=C\c1ccc(-c2ccccc2[N+](=O)[O-])o1)C(=O)Nc1nc(-c2cccs2)cs1 | 3 | -74 | 0 | -13 | 51* | 17 | -18 | -30
Nc1ccccc1OCP(=O)(c1ccccc1)c1ccccc1 | 2 | -9 | -1 | -1 | 19 | -10 | 2 | 5
CCOC(=O)C1C(=O)C=C(c2ccc(C)cc2)CC1c1ccccc1 (stereo not drawn) | 29 | 14 | -1 | 13 | 23 | 3 | -3 | 8
CSc1ccc(Cl)c(C(=O)N2CCN(CC(=O)N3CCCC3)CC2)c1 | -13 | 3 | 2 | -22 | 9 | -5 | 1 | -4
N#Cc1c2ccc(O)cc2n2ccccc12 | -20 | -10 | -3 | -19 | -9 | 10 | -10 | -16
COc1ccc(NC2=CC(c3ccc(OC)cc3)N(c3ccc(OC)cc3)C2=O)cc1 (stereo not drawn) | 6 | 1 | -4 | x | 4 | 21 | -2 | 14
CCc1ccc(CN(C)C(=O)C2CCC(=O)N(CCc3ccc(OC)cc3)C2)nc1 (stereo not drawn) | 5 | -1 | -9 | -2 | 7 | -6 | -9 | -9
FC(F)(F)C1=CC(c2ccccc2)=NCCN1 | 2 | -10 | 4 | 3 | 0 | -8 | -2 | -5
Cc1ccc(C(=O)OCC(=O)N2CCC(c3ccccc3)=N2)cc1 | 3 | -23 | -16 | -1 | 8 | 11 | 3 | 16
CS(=O)(=O)C1=NN2C(=N)/C(=C\c3ccc(OC(=O)c4ccco4)cc3)C(=O)N=C2S1 | -10 | -10 | -4 | -9 | 15 | -1 | 6 | 3
O=C(Nc1ccccc1Br)c1ccc(OC(=S)N2CCOCC2)cc1 | 5 | 2 | -18 | -64 | 7 | 1 | -88 | -5
CCC(C)NC(=O)c1ccc2nc(Cc3ccc(OC)cc3)oc2c1 (stereo not drawn) | 2 | 5 | -6 | -6 | 14 | -15 | -7 | -4
COC(=O)c1ccccc1NC(=O)CNc1cc(OC)c(OC)cc1C | -2 | -13 | 6 | -1 | 12 | 6 | 46 | 26
O=C(Nc1ccc2c(c1)OCO2)c1ccc(Br)s1 | -4 | 18 | 60* | -80 | 12 | -10 | -178 | -77
Cc1ccc(CN(CC(O)COc2cccc3[nH]cc(C)c23)C(C)(C)C)cc1 (stereo not drawn) | 9 | 3 | 3 | 13 | 13 | 13 | -6 | -25
Cc1[nH]c2ccc(F)cc2c1CCN(Cc1ccncc1)C(=S)Nc1cccc(F)c1 | 20 | -9 | 4 | 0 | 3 | 12 | 4 | -8
O=C(CSc1nnc(CNC(=O)c2ccc(F)cc2)o1)c1ccccc1 | -8 | 0 | -4 | -11 | -1 | 18 | -7 | 23
CCOc1cccc(C(=O)NC(c2ccccc2)C(C)C)c1 (stereo not drawn) | 14 | 18 | -2 | -27 | 1 | 0 | -4 | 10
CSCCC1NC(=O)N(CC(=O)Nc2cccc3ccccc23)C1=O (stereo not drawn) | -4 | -2 | -7 | -4 | 19 | -3 | 8 | -7
COC(=O)C1=C(C)NC(C)=C(C(=O)OC)C1c1ccccc1OCc1c(C)no[n+]1[O-] | 6 | -4 | -11 | 26 | 16 | -2 | -22 | -12
COc1cc(C(=O)Nc2ccncc2)c([N+](=O)[O-])cc1OC | -9 | -14 | -11 | 3 | -1 | -15 | -13 | 3

# Continued.
structure	EBI2 antag	UBC13 inh	SENP8 block	Gli-Sufu antag	CCR6 antag	Apaf-1 inh	Jurkat NFkB inh	697 NFkB inh
CCCc1c(C(=O)N2CCN(c3ccccc3OC)CC2)cnn1-c1ccccc1	-2	-5	6	1	10	-1	3	-10
O=C(Nc1ccc2c(c1)OCCO2)c1cncc(Br)c1	4	-6	4	-112	6	14	-92	-141
Cc1ccccc1NC(=O)Cc1nnc(SCC(=O)c2ccc(Br)cc2)n1C	4	-4	0	-4	-4	-3	-12	-7
CC(C)CCn1c(CN2CCN(Cc3ccccc3)CC2)nc2c1c(=O)[nH]c(=O)n2C	16	4	0	6	3	-2	7	-1
O=C(NCc1ccc2c(c1)OCO2)c1ccc(N2C(=O)C3CCCCC3C2=O)cc1 (stereo not drawn)	2	-2	-8	8	4	5	-2	12
O=C(O)COc1ccc(NC(=O)c2ccc3c(c2)C(=O)N(Cc2ccccc2)C3=O)cc1	-1	-10	-7	4	2	6	-10	2
COc1ccc(C(=O)N2CCN(c3c(C)cccc3C)CC2)cc1OC	33	11	-2	-4	9	10	-1	-9
CC1=C(C(=O)Nc2cc(C)ccc2C)C(c2cccs2)NC(=S)N1 (stereo not drawn)	-3	3	2	4	18	-8	-7	1
O=C(OCc1ccc([N+](=O)[O-])cc1)c1ccc(N2CCCC2)c([N+](=O)[O-])c1	17	-15	-4	1	6	-1	1	19
CNC[C@H](CC1CCCCC1)NC[C@H](CO)NCC1(c2ccccc2)CC1	-10	20	-8	10	8	5	3	9
C=CCn1c(SCC(=O)NC2CC2)nnc1-c1cccc(OC)c1	-7	3	10	-4	0	15	-11	-9
CCC(CO)NCc1ccc2c(c1)n(C)c(=O)n2C (stereo not drawn)	2	-2	-7	-9	3	11	16	-2
CCOC(=O)N1CCN(S(=O)(=O)c2ccc(C(=O)N(CCCN(C)C)c3nc4ccc(Cl)cc4s3)cc2)CC1	-19	8	-2	34	7	7	2	-4
CSc1ccccc1NC(=O)c1cccc(S(=O)(=O)N2CCN(C)CC2)c1	-6	7	1	-1	-3	-7	-12	18
Cc1cc(NC(=O)CSC2=NS(=O)(=O)c3ccccc3N2)no1	-1	-4	-5	-2	12	-11	16	-2
CCOc1ccc(N2C(=O)CC(N(CCc3ccc(S(N)(=O)=O)cc3)C(C)=O)C2=O)cc1 (stereo not drawn)	-7	5	2	9	-1	-17	8	18
Cc1cccc2cc(/C=N/NC(=O)c3ccncc3)c(Cl)nc12	9	-1	-1	-3	2	2	9	23
Cc1cc(C)c(NC(=O)COC(=O)c2cc([N+](=O)[O-])ccc2N2CCOCC2)c(C)c1	8	-8	-4	-1	16	9	15	-1
Clc1ccc(-c2nc3cnccn3c2NC2CCCC2)cc1	3	20	-11	7	8	32	-16	-41
COc1ccc(C(=O)NCC(=O)N2CCN(C(=O)c3ccco3)CC2)cc1[N+](=O)[O-]	3	2	1	-22	6	-6	-8	12
O=C(COC(=O)COc1cccc(F)c1)NCCC1=CCCCC1	6	-2	3	-1	5	-14	7	2
CC(NC(=O)C1CCCC1)c1ccc(Br)cc1 (stereo not drawn)	-1	-5	-3	43	11	-13	-8	-18
CCCCn1c(N)c(N(CCOC)C(=O)c2ccc(NC3CC3)c([N+](=O)[O-])c2)c(=O)[nH]c1=O	-6	-28	-4	-3	13	10	-2	22
COCCC1CCCCN1C(=O)c1cc(COc2cccc(C(C)=O)c2)on1 (stereo not drawn)	-2	0	-11	34	-5	8	-33	-75
CCn1c(=N)n(CC(=O)OC)c2ccccc21	-1	4	0	-7	-13	-3	9	31
CCn1nc(C)c(CN2CCN(Cc3ccsc3)C(CCO)C2)c1C (stereo not drawn)	5	10	-7	-15	11	-18	2	5

# Entries of single compounds, quoted from the list. Order of screens: EBI2 antag, UBC13 inh, SENP8 block, Gli-Sufu antag, CCR6 antag, Apaf-1 inh, Jurkat NFkB inh, 697 NFkB inh
# O=C(O)COc1ccc(NC(=O)c2ccc3c(c2)C(=O)N(Cc2ccccc2)C3=O)cc1 reads -1, -10, -7, 4, 2, 6, -10, 2
# Cc1cc(NC(=O)CSC2=NS(=O)(=O)c3ccccc3N2)no1 reads -1, -4, -5, -2, 12, -11, 16, -2
# CCC(CO)NCc1ccc2c(c1)n(C)c(=O)n2C (stereo not drawn) reads 2, -2, -7, -9, 3, 11, 16, -2
# CCCCn1c(N)c(N(CCOC)C(=O)c2ccc(NC3CC3)c([N+](=O)[O-])c2)c(=O)[nH]c1=O reads -6, -28, -4, -3, 13, 10, -2, 22

# Only SENP8 block, Jurkat NFkB inh and UBC13 inh, for some of the entries so far:
canonical_smiles,SENP8 block,Jurkat NFkB inh,UBC13 inh
c1ccc(-n2cnc3cc(NCc4cccs4)ccc32)cc1,-13,-76,-3
Nc1ccc(-c2nc3ncccc3o2)c(O)c1,-5,-42,2

# Screening results (PubChem)
